RGS4 inhibitor: blocks human RGS4-accelerated GTP hydrolysis | Transcreener GDP fluorescence polarization, RGS4-accelerated GTP hydrolysis | Potency, µM (top dose mostly 114 µM), inactives show at the highest dose activity change, negative = inhibition, usual class: inhibitors | hit rate 0.039% among 390,000; further: on the % scale 0 is the no-effect control and ±100 the full control effect; nearly all actives have a fitted effect of over 75% in size; some results filed as inactive show a strong effect at the top dose
Target sequence (P49798 whole entry, looked up): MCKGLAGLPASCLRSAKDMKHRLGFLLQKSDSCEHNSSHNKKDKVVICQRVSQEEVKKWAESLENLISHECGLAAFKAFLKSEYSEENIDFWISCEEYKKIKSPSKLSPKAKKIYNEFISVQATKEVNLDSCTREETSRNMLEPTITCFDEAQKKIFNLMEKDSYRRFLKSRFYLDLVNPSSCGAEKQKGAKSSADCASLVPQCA
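MLSMR compounds (23 nl, pin-transferred) preincubated 10 min at room temperature with a 500nM (2x) first reagent, then RGS4 at 900nM (2x) plus Transcreener GDP mix added; fluorescence polarization (620/688 nm) read before and after 90 min at 30 °C.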
Tb PGK inh: inhibitors of T. brucei phosphoglycerate kinase. P07378. PGK/GAPDH coupled, Kinase-Glo luminescence, 60 min. hit rate 0.043% among 380,000. Potency, µM (highest dose often 57.5 µM), inactives show top-dose activity change, negative = inhibition, usual class: inhibitors; further: on the % scale 0 is the no-effect control and ±100 the full control effect; nearly all actives have a fitted effect of over 60% in size
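Recombinant glycosomal PGK reaction used 1,3-bisphosphoglycerate generated in-well by GAPDH (100nM final) in 100mM TEA pH 7.6, 5mM MgCl2, 0.01% Tween-20. After 60 minutes at room temperature, ATP was read by Kinase-Glo Plus luminescence end-point.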
12-LOX inh: blocks human arachidonate 12S-lipoxygenase; Potency, µM (highest dose often 108 µM), inactives show at the highest dose activity change, negative = inhibition, hits mostly inhibitors; hit rate 1.1% among 580,000; purified 12hLO, xylenol orange hydroperoxide absorbance; P18054; further: on the % scale 0 is the no-effect control and ±100 the full control effect
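Purified human 12hLO at 150 nM in 25 mM Hepes, 0.01% Triton X-100, pH 7.0, preincubated 15 min at room temperature with compound. Reaction started with 40 uM arachidonic acid, 30 min at room temperature. Hydroperoxide measured by Fe-xylenol orange, 573/405 nm absorbance ratio.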
JMJD2A Tudor: JMJD2A Tudor domain (human) inhibition; O75164; AlphaScreen JMJD2A-Tudor / H3K4me3 peptide binding; Potency, µM (titrated, usually from 114 µM), inactives show top-dose activity change, negative = inhibition, usual class: inhibitors; hit rate 4.4% among 390,000; AID 504339; further: on the % scale 0 is the no-effect control and ±100 the full control effect; nearly all actives have a fitted effect of over 50% in size
Pin1 inh: human Pin1 inhibition | Q13526 | Potency, µM (highest dose often 115 µM), without a hit: top-dose activity, negative = inhibition, most hits filed as inhibitors | Pin1 FP peptide displacement, HiFluor488, 10 min | AID 504891 | hit rate 0.009% among 390,000; active means well fitted inhibition curve with a large enough effect in the polarisation, with a control signal flat, not every such curve was filed as active; inconclusive means small, poorly fitted or top-dose-only effect, or effect the other way, or a change in a side signal; inactive means no such curve, though single readings can be large or run the other way; the % refers to the polarisation; further: on the % scale 0 is the no-effect control and ±100 the full control effect
GLS inhibitor: inhibitors of human glutaminase (GLS). hit rate 0.21% among 410,000. AID 624170. GLS enzymatic activity, qHTS titration. Potency, µM (top dose mostly 45.5 µM), for inactives: at the highest dose activity change, negative = inhibition, usual class: inhibitors. O94925; further: on the % scale 0 is the no-effect control and ±100 the full control effect
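hKGA in 45 mM KH2PO4 pH 8.2, 0.02% Tween-20 with pin-transferred compounds; 1 mM L-glutamine (stock) plus glutamate oxidase/HRP/Amplex Red coupling added. Fluorescence read initially and after 30 min at RT.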
HP1b binding inh: inhibitors of HP1-beta chromodomain binding to methylated histone tails | Potency, µM (top dose mostly 114 µM), for the others: at the top dose activity change, negative = inhibition, most hits filed as inhibitors | P83916 | AlphaScreen HP1-beta / biotin-H3K9me3 peptide binding | AID 540317 | hit rate 0.56% among 390,000; further: nearly all actives have a fitted effect of over 70% in size; inactives centre near 23
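HP1-beta protein (50 nM final) preincubated 30 min at room temperature with biotinylated H3(1-18)K9me3 peptide (50 nM) in PBS pH 7.4, 0.01% Tween-20, then compound added for 30 min. AlphaScreen streptavidin donor/nickel chelate acceptor beads (10 ug/mL final), 30 min dark, luminescence read.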
ERG Ets-DNA blk: blocks human ERG Ets domain binding to DNA | fluorescence polarization, His-ERG Ets domain / labelled DNA | P11308 | Potency, µM (series often up to 76.9 µM), inactives show at the top dose FP activity, negative = inhibition, actives largely listed as inhibitors | hit rate 0.028% among 370,000; active means well fitted inhibition curve with a large enough effect in the polarisation, with a control signal flat; inconclusive means small, poorly fitted or top-dose-only effect, or effect the other way, or a change in a side signal; inactive means no such curve, though single readings can be large or run the other way; the % refers to the polarisation;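 further: polarization taken with two DNA probes labelled with fluorescein and Texas red; % of control where 0% means no effect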
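His-tagged ERG Ets domain (1 uM in the protein solution; 300mM KCl, 50mM Tris-HCl, 1mM EDTA, 1mM DTT, pH 7.5) received compound, then a probe mix of 5 nM fluorescein-DNA and 100nM Texas-615-DNA. Fluorescence polarization was read for both dyes.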
TrxR1 inh: rat TrxR1 inhibition; recombinant rTrxR1, NADPH fluorescence consumption, selenite substrate; Potency, µM (series often up to 114 µM), without a hit: top-dose activity change, negative = inhibition, usual class: inhibitors; hit rate 1% among 390,000; further: on the % scale 0 is the no-effect control and ±100 the full control effect; nearly all actives have a fitted effect of over 65% in size
Target sequence (O89049 whole entry, looked up): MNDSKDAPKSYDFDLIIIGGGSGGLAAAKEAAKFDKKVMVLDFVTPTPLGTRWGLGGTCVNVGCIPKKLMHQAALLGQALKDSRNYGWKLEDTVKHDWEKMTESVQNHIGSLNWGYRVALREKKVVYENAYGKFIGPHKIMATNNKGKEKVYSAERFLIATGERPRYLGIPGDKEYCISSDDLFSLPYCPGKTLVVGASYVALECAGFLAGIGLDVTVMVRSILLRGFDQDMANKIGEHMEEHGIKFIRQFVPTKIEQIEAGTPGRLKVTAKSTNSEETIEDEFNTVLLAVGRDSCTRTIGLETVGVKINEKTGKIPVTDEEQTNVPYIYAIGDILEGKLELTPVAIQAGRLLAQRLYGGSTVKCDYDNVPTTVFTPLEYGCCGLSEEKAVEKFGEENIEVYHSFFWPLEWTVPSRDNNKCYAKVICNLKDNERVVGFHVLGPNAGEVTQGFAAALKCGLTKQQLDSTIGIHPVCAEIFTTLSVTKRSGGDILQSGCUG
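Rat TrxR1 (90 nM in the dispensed reagent) was pre-reduced with 400 uM NADPH for 5 min at room temperature, then incubated with compound for 15 min. After 400 uM selenite was added, NADPH fluorescence (Ex 340/Em 450 nm) was followed for 8 min.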
* hit, by the source's call; i = inactive; ? = inconclusive; [ ] = dose if it differs, or a comment. Unless noted, the call rests on the fitted dose curve; in most records, active means well fitted curve in the direction sought with a large enough effect; inconclusive means small, poorly fitted or top-dose-only effect, or another doubt; inactive means no such curve, though single readings can be large; an effect the other way counts as inactive or inconclusive. Potency means the concentration at half of the fitted maximal effect. The list is partial (hit frequency here may not be typical).

RGS4 inhibitor	Tb PGK inh	12-LOX inh	JMJD2A Tudor	Pin1 inh	GLS inhibitor	HP1b binding inh	ERG Ets-DNA blk	TrxR1 inh	canonical_smiles
-38%	0%	-1%	?	54%[activator]	-18%	-9%	-9%	11%	O=C(Nc1cccc(-c2nc3ncccc3o2)c1)c1sc2cc(Cl)ccc2c1Cl
-12%	i	7%	-15%	-5%	-8%	28%	-18%	-15%	CCN(CC)S(=O)(=O)c1nnc(NC(=O)c2ccco2)s1
42%	0%	-11%	-5%	-11%	1%	43%[activator]	-1%	28%	Cc1ccc(OCCCCN2CCc3ccccc3C2)c(C)c1
-1%	i	17%	-14%	-3%	-3%	53%[activator]	-1%	11%	O=C(Nc1ccccc1)c1nc[nH]c1C(=O)N1CCc2ccccc2C1
-16%	-7%	?	22µM*	-4%	8%	6%	7%	4%[57.1 µM]	CCOC(=O)N1CCN(Cc2cc(Cl)c3cccnc3c2O)CC1
-13%	i	-2%	-8%	2%	1%	30%	-3%	2%	Cc1ccc(C(=O)COC(=O)c2ccncc2)cc1[N+](=O)[O-]
15%	7%	5%	-8%	10%	7%	14%	1%	-8%	COc1ccc(-c2ccc(=O)n(CC(=O)Nc3ccc(C(=O)NC4CC4)cc3)n2)cc1OC
-21%	5%	?	-5%	-1%	12%	40%[activator]	-6%	-2%	CCOc1ccccc1NC(=O)c1ccc(S(=O)(=O)N2CCOCC2)cc1
-9%[56.9 µM]	2%	-13%	?	1%	20%	12%	3%	24%[57.1 µM]	O=C(NCC1CCCO1)c1ccc2c(c1)N(Cc1ccccc1)C(=O)CS2 (centres undefined)
29%	2%	64%[activator]	-10%	5%	11%	39%	10%	3%	COCCn1c(SCC(=O)Nc2ccc(C(N)=O)cc2)nc2c([nH]c3ccccc32)c1=O
-13%	-7%	3%	-6%	-1%	2%	9%	9%	13%[57.1 µM]	CC(C)Cc1ccc(/C=C/C(=O)N2CCOCC2)cc1
0%	-2%	4%	-7%	30%[activator]	-29%	23%	0%	9%[57.1 µM]	C/C(=N\NC(=O)CCCOc1ccc(Cl)cc1C)c1ccc(C)o1
7%	6%	0%	-5%	1%	2%	31%[activator]	9%	0%[57.1 µM]	C/C(O)=c1/cnc2nc3ccccc3n2c1=O
16%	-3%	0%	-7%	-3%	-2%	24%	-6%	19%	C=C(C)CSc1nnc(CCCCCNC(=O)OC(C)(C)C)o1
9%	-12%	0%	-8%	0%	-13%	18%	2%	-5%	Cc1[nH]c(C)c(S(=O)(=O)Nc2cccc(Cl)c2C)c1C(=O)N1CCCC1
7%	-8%	-9%	1%	-5%	-15%	43%[activator]	-5%	13%	CCOC(=O)c1c(-c2ccc(F)cc2)csc1NC(=O)c1c(-c2ccccc2)noc1C

Looked up above:
ERG Ets-DNA blk with `O=C(NCC1CCCO1)c1ccc2c(c1)N(Cc1ccccc1)C(=O)CS2` (centres undefined) reads 3%
TrxR1 inh with `Cc1[nH]c(C)c(S(=O)(=O)Nc2cccc(Cl)c2C)c1C(=O)N1CCCC1` reads -5%
GLS inhibitor with `COCCn1c(SCC(=O)Nc2ccc(C(N)=O)cc2)nc2c([nH]c3ccccc32)c1=O` reads 11%
JMJD2A Tudor with `C=C(C)CSc1nnc(CCCCCNC(=O)OC(C)(C)C)o1` reads -7%
12-LOX inh with `C/C(=N\NC(=O)CCCOc1ccc(Cl)cc1C)c1ccc(C)o1` reads 4%
GLS inhibitor with `CC(C)Cc1ccc(/C=C/C(=O)N2CCOCC2)cc1` reads 2%
GLS inhibitor with `C/C(O)=c1/cnc2nc3ccccc3n2c1=O` reads 2%

Marked active in JMJD2A Tudor (from the list above):
RGS4 inhibitor	Tb PGK inh	12-LOX inh	JMJD2A Tudor	Pin1 inh	GLS inhibitor	HP1b binding inh	ERG Ets-DNA blk	TrxR1 inh	canonical_smiles
-16%	-7%	?	22µM*	-4%	8%	6%	7%	4%[57.1 µM]	CCOC(=O)N1CCN(Cc2cc(Cl)c3cccnc3c2O)CC1

The main list resumes with the 2 entries that preceded the break.
RGS4 inhibitor	Tb PGK inh	12-LOX inh	JMJD2A Tudor	Pin1 inh	GLS inhibitor	HP1b binding inh	ERG Ets-DNA blk	TrxR1 inh	canonical_smiles
9%	-12%	0%	-8%	0%	-13%	18%	2%	-5%	Cc1[nH]c(C)c(S(=O)(=O)Nc2cccc(Cl)c2C)c1C(=O)N1CCCC1
7%	-8%	-9%	1%	-5%	-15%	43%[activator]	-5%	13%	CCOC(=O)c1c(-c2ccc(F)cc2)csc1NC(=O)c1c(-c2ccccc2)noc1C
0%	10%	-3%	4%	-1%	3%	20%	-3%	10%[57.1 µM]	COc1ccc(CCNC(=O)CC(Cc2ccccc2)C(=O)O)cc1OC (centres undefined)
-3%	-5%	0%	1%	-5%	-12%	23%	-1%	16%	CN(C1CCCCC1)S(=O)(=O)c1ccccc1
13%	-6%	8%	-17%	5%	0%	11%	3%	14%[57.1 µM]	COc1ccccc1NS(=O)(=O)c1ccc(Cl)c(NC(=O)c2sc3cc(Cl)ccc3c2Cl)c1
-32%	-4%	-14%	22%	39%[activator]	-1%	111%[activator]	6%	35%[57.1 µM]	Cc1ccc(-c2cc(-c3ccccc3)c3c(N)c(S(C)(=O)=O)sc3n2)cc1

Screens (PubChem)
